Compound activity: PubChem BioAssay, several laboratories
KLK5 inh: kallikrein 5 (human) inhibition; Q9Y337; recombinant hK5, fluorogenic AMC substrate cleavage; inhibition, % at 5 µM; hit rate 0.59% among 210,000; AID 873;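 active = inhibition of 40% or more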;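 note: 0% = enzyme controls without compound and 100% = no-enzyme blanks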
Target sequence (Q9Y337 67-293 limits assumed): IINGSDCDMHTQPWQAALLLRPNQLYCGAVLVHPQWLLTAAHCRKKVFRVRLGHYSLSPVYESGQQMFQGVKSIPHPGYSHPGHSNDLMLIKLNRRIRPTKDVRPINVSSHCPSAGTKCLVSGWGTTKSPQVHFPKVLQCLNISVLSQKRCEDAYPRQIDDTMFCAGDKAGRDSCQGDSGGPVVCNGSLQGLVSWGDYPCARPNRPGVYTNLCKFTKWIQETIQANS
PERK inh: human PERK inhibition, primary cell-based screen | Q9NZJ5 | CHO PERK-DD fusion, SEAP luminescence translation reporter | inhibition, % at 5.6 µM | hit rate 0.17% among 220,000 | AID 1416;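 active = inhibition above the mean inhibition of all tested compounds plus 3 SD, set separately per screening campaign, cut at about 2.9% in these data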;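 note: PERK kinase domain activated by AP20187 dimerizer at 100 nM; 0% = DMSO with dimerizer and 100% = rapamycin at 8.4 µM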
m-calpain inh: blocks pig calpain II enzyme activity; purified calpain II, fluorogenic peptide substrate, 30 min; inhibition, % at 16 µM; hit rate 0.37% among 220,000;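 active = inhibition above about 50%, limit read from the data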
FXIa inh 1536: blocks human coagulation factor XIa protease activity. P03951. inhibition, % at 5 µM. purified FXIa, Boc-Glu-Ala-Arg-AMC fluorogenic substrate. hit rate 0.14% among 220,000;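 active = inhibition of at least 40%; inactive = inhibition below 40%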;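 note: fluorescence of freed AMC excited at 355 nm; 0% = enzyme without compound and 100% = no enzyme blank; many of its hits are not listed in these tables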
Furin inh: blocks human furin protease activity; hit rate 0.061% among 220,000; purified furin, fluorogenic substrate cleavage; P09958; inhibition, % at 30 µM; in the data active = inhibition above about 25%; note: inactives centre near -15
Target sequence (P09958 108-714 limits assumed): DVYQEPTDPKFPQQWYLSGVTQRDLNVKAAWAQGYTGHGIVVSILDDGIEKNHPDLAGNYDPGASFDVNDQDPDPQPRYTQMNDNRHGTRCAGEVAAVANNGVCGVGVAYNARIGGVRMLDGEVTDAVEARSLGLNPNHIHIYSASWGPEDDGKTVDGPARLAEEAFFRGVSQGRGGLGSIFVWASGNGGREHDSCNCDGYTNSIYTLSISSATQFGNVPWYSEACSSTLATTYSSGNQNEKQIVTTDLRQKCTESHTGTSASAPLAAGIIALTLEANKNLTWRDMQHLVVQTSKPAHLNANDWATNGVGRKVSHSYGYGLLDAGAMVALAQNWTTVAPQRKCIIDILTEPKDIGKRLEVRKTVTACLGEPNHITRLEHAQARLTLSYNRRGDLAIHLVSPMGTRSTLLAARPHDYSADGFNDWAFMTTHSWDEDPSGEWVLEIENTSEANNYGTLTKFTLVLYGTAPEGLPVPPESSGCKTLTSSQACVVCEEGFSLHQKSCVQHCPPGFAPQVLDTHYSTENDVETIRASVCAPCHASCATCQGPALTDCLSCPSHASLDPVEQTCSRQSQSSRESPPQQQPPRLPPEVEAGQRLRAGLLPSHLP
Cl transport mod: modulators of human KCC2 chloride dependent transport; B-score of Tl+ flux slope (higher = more flux/activation; lower = inhibition) at 10 µM; KCC2 cells, thallium flux FluoZin-2 fluorescence; Q9H2X9; hit rate 2.2% among 190,000;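 active = thallium flux slope and its plate-corrected score both differing from the plate sample mean at a set confidence after two filtering rounds, in either direction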;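 note: slope of fluorescence scaled to starting intensity during 10 to 20 s after thallium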
FXIIa inh 1536: factor XIIa (human) inhibition; AID 800; P00748; hit rate 0.3% among 220,000; inhibition, % at 5 µM; purified FXIIa, Boc-QGR-AMC fluorogenic substrate, 2 h; in the data active = inhibition above about 40%;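 note: 0% = enzyme with no compound and 100% = blank without enzyme; many of its hits are not listed in these tables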
thrombin 1536: blocks human thrombin protease activity; AID 1046; inhibition, % at 5 µM; hit rate 0.26% among 220,000; alpha-thrombin, Boc-VPR-AMC fluorogenic substrate cleavage;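 active = inhibition at or above 40%; inactive = inhibition below 40%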;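 note: 0% = enzyme with no compound and 100% = wells without enzyme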
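System – human alpha-thrombin protein · Reagent – Boc-VPR-AMC substrate, 15 µM final · Compound – 5 µM single dose in 0.2% DMSO · Schedule – reaction at room temperature · Technique – AMC fluorescence at 355 nm excitation and 460 nm emission · Read-out basis – % inhibition relative to enzyme controls and enzyme-free blanks · Control set – no-compound enzyme wells and no-enzyme blanks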
Rad51 HR inh: Rad51 (human) homologous recombination inhibition; hRad51 DNA strand exchange, fluorescence dequenching; inhibition, % at 10 µM; hit rate 0.085% among 200,000; AID 1385;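 active = inhibition above 40% at the single screening dose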;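 note: 0% = DMSO control wells and 100% = blanks with heterologous ssDNA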
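System: human Rad51 nucleoprotein filaments preassembled on unlabelled ssDNA. Reagent: labelled 47-mer dsDNA for strand exchange. Schedule: 30-min compound preincubation and 15-min exchange, both room temperature. Measured by: FRET fluorescence dequenching, excitation 485 nm, emission 520 nm. Read-out: Fluorescence-based percent inhibition, control- and blank-normalised. Benchmarks: plate controls and plate blanks.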
* hit, by the source's call; i = inactive; . = no result given; [ ] = another dose, or the depositor's remark. The list is partial (hit frequency here may not be typical).

1: COc1ccc(/C=C/C(=O)OCC(=O)c2c(N)n(C)c(=O)n(C)c2=O)c(OC)c1
2: COC(=O)c1ccc(NC(=O)CSc2nnc(C(C)NC(=O)c3ccccc3Cl)n2C)cc1 (stereo unspecified)
3: CCC(C)(C)n1nnnc1CN1CCN(c2nc3ccc(C)cc3cc2C#N)CC1
4: O=C(CS(=O)(=O)c1cn(Cc2cccc(F)c2)c2ccccc12)N1CCCCC1
5: CCN(CC)C(=O)Cn1c(=O)n(CCCCCC(=O)Nc2ccccc2)c(=O)c2sccc21
6: CCc1nc2c(C#N)c(-c3ccc(Cl)cc3)ccn2n1
entry no.,1,2,3,4,5,6
KLK5 inh,16,5,-24,-12,22,3
PERK inh,0.1,0.3,1.0,0.3,0.4,-0.7
m-calpain inh,-8,8,-15,-4,26,-28
FXIa inh 1536,-1,-4,10,8,-5,-11
Furin inh,-6,-19[20 µM],-20[20 µM],-20[20 µM],-11,-14[20 µM]
Cl transport mod,0.58,1.3,-1.5,-0.4,0.11,-1.4
FXIIa inh 1536,7,9,18,14,4,-3
thrombin 1536,-9,-6,3,0,-9,-11
Rad51 HR inh,7,-3,3,-3,3,5

7: Cc1cc(C)c(C)c(S(=O)(=O)NCCCN2CCOCC2)c1C
8: CCCCOC(=O)c1ccc(NC(=O)C(=O)NCc2ccccn2)cc1
9: Cc1cc(SCC(=O)c2cccs2)n2nc(C)c(-c3ccccc3)c2n1
10: O=C(N/N=C/c1ccco1)c1ccc(NC(=O)c2ccccc2Cl)cc1
11: COC(=O)C[N+](C)(C)C/C=C\c1ccccc1
12: CS(=O)(=O)N(CC(=O)NCC1CCCO1)Cc1ccc(Cl)cc1 (stereo unspecified)
entry no.,7,8,9,10,11,12
KLK5 inh,3,1,-2,-5,-8,1
PERK inh,-0.9,-0.1,-0.1,-0.3,0.8,-0.1
m-calpain inh,34,-3,8,10,-23,5
FXIa inh 1536,4,1,3,7,8,-4
Furin inh,-10,-24,-5,-3,-26,-13[20 µM]
Cl transport mod,0.76,-0.39,-0.35,-0.056,-1.8,0.64
FXIIa inh 1536,9,9,7,10,5,5
thrombin 1536,-5,-6,4,9,1,-2
Rad51 HR inh,-7,.,0,-20,7,-10

13: CCNc1nc(N)nc(Oc2ccc(OCCOc3ccc(Cl)cc3Cl)nn2)n1
14: Nn1c(SCc2ccccc2F)nnc1-c1ccncc1
15: Cc1ccn2c(NCc3ccccc3)c(-c3cccs3)nc2c1
16: COC(=O)c1[nH]c2cccc(OC)c2c1NC(=O)CCN1CCC(C)CC1
17: Cc1nc(SCC(=O)NC(=O)NCc2ccco2)nc(C)c1C
18: COc1ccc(-n2nnnc2SCC(=O)c2cccc(OC)c2)cc1
entry no.,13,14,15,16,17,18
KLK5 inh,0,-2,-2,7,6,4
PERK inh,-0.7,1.3,1.0,-0.2,0.3,-1.1
m-calpain inh,-18,-15,i,-115,-23,1
FXIa inh 1536,-3,-4,-2,5,1,0
Furin inh,-10[20 µM],-13,-43,-6,-17,-8
Cl transport mod,-1.7,0.074,0.082,.,0.1,1.5
FXIIa inh 1536,7,2,5,9,3,14
thrombin 1536,0,-5,-4,-8,-5,0
Rad51 HR inh,0,-6,-9,-2,12,8

19: c1cc2nnnn2nc1N1CCCCC1
20: CC(C)OC(=O)c1cc(NC(=S)Nc2ccc([N+](=O)[O-])cc2)cc(C(=O)OC(C)C)c1
21: O=c1oc2ccccc2c(Nc2ccc(Cl)cc2)c1[N+](=O)[O-]
22: CC(C)CSc1oc(-c2ccco2)nc1S(=O)(=O)c1ccccc1
23: COC(=O)CSc1nc2ccccc2c(=O)n1C
24: CCc1cccc(N(C(=O)c2csnn2)C(C(=O)NC(C)(C)CC)c2ccccn2)c1 (stereo unspecified)
entry no.,19,20,21,22,23,24
KLK5 inh,7,0,1,-2,-32,-2
PERK inh,-0.7,0.8,0.0,-1.5,1.1,-0.2
m-calpain inh,-22,10,-14,21,-21,29
FXIa inh 1536,-23,17,1,-1,17,2
Furin inh,-25,-14[20 µM],-11,-10,-35,-24
Cl transport mod,-0.089,1.7,-2.3,0.26,0.26,-0.24
FXIIa inh 1536,8,26,2,9,10,7
thrombin 1536,-5,2,-5,-1,-17,-4
Rad51 HR inh,0,-8,17,0,29,1

25: Oc1c(C(c2ccccc2)N2CCN(Cc3ccccc3)CC2)sc2ncnn12 (stereo unspecified)
26: Cc1nn(C(=O)c2c(-c3ccccc3)noc2C)c(C)c1N=Nc1cc(C(F)(F)F)cc(C(F)(F)F)c1
27: COc1ccc(N2CS(=O)CC2=O)cc1 (stereo unspecified)
28: C=CCC(=O)OCC(=O)Nc1ccc(Cl)cn1
29: NS(=O)(=O)c1ccc(CCNC(=O)c2cccc([N+](=O)[O-])c2)cc1
30: COc1ccc2nc(NC(=O)c3cccc(S(=O)(=O)N4CCOCC4)c3)sc2c1
entry no.,25,26,27,28,29,30
KLK5 inh,-5,2,-11,-1,0,5
PERK inh,-0.2,0.2,1.8,0.5,-0.1,-0.7
m-calpain inh,16,-13,0,2,-3,-1
FXIa inh 1536,-4,-12,3,-5,-1,2
Furin inh,-12,-8,-11,-18[20 µM],-17,-10[20 µM]
Cl transport mod,-0.19,0.24,1,0.12,0.84,-0.15
FXIIa inh 1536,6,3,4,-2,7,20
thrombin 1536,-7,-4,-1,-2,-1,12
Rad51 HR inh,2,-10,-53,8,.,-2

Full records, quoted from the list:
`NS(=O)(=O)c1ccc(CCNC(=O)c2cccc([N+](=O)[O-])c2)cc1` is entered as KLK5 inh: 0; PERK inh: -0.1; m-calpain inh: -3; FXIa inh 1536: -1; Furin inh: -17; Cl transport mod: 0.84; FXIIa inh 1536: 7; thrombin 1536: -1; Rad51 HR inh: .
`COc1ccc2nc(NC(=O)c3cccc(S(=O)(=O)N4CCOCC4)c3)sc2c1` is entered as KLK5 inh: 5; PERK inh: -0.7; m-calpain inh: -1; FXIa inh 1536: 2; Furin inh: -10[20 µM]; Cl transport mod: -0.15; FXIIa inh 1536: 20; thrombin 1536: 12; Rad51 HR inh: -2

Going on with the list:
31: O=C(CCSc1nc2ccccc2s1)N/N=C/c1c(O)ccc2ccccc12
32: CCc1ccc(OCCCC(=O)O)c(Br)c1
33: CC1(C)Cc2cccc(OCC(=O)N3CCN(c4ccccc4)CC3)c2O1
34: COc1cc(OC)c(-n2cc(-c3ccc(Cl)cc3)[nH]c2=O)cc1Cl
35: COc1ccc(Cl)cc1NC(=O)CN(C)CC(=O)Nc1ccccc1-c1ccccc1
36: Cc1ncc(CN2CCN(CCC(C)C)C(CCO)C2)s1 (stereo unspecified)
entry no.,31,32,33,34,35,36
KLK5 inh,-82,-4,-7,-7,-7,-4
PERK inh,-0.7,1.8,-0.7,0.7,-0.2,1.3
m-calpain inh,-5,-12,12,8,1,-14
FXIa inh 1536,-5,-2,-6,5,-3,-4
Furin inh,-1,-21[20 µM],-19,-24,-17,-18
Cl transport mod,0.22,.,-0.78,-0.025,0.13,1.1
FXIIa inh 1536,9,5,-1,-1,2,0
thrombin 1536,-4,-3,-9,-6,-10,-13
Rad51 HR inh,-7,9,14,-3,-1,7

37: O=C(COc1ccccc1)N1CCc2ccccc2C1
38: CCOC(=O)C1Cn2c(nc3c(c2=O)C2(CCCC2)Cc2ccccc2-3)S1 (stereo unspecified)
39: COc1ccc(OC)c(NC(=O)Cn2cc(C#N)c3cc(Br)ccc32)c1
40: CCC(=O)Nc1cc(C(=O)O)ccc1Sc1ccc(Cl)cc1
41: COc1ccccc1NC(=O)/C(=C/c1cccs1)NC(=O)c1ccco1
42: Cc1cnc([N+](=O)[O-])n1CCOC(=O)NC(=O)c1cccc(F)c1
entry no.,37,38,39,40,41,42
KLK5 inh,-4,-2,-28,-3,-2,-5
PERK inh,0.4,0.3,-1.0,0.2,-1.0,0.8
m-calpain inh,-22,-8,7,19,55*,17
FXIa inh 1536,-4,3,-7,0,2,-2
Furin inh,-25[20 µM],-10,-15[20 µM],-16,5,-21
Cl transport mod,0.076,-0.67,1.3,0.34,-0.13,0.84
FXIIa inh 1536,6,13,-2,7,1,3
thrombin 1536,-5,6,-1,1,-12,-7
Rad51 HR inh,5,3,1,0,.,-6

43: CSc1sccc1/C=N/O
44: CC1CN(Cc2nc3c(c(=O)n(C)c(=O)n3C)n2Cc2ccccc2)CC(C)O1 (stereo unspecified)
45: CC(C)(C)C(=O)Nc1nc2cc3c(cc2s1)OCO3
46: CN(C)S(=O)(=O)c1ccc2oc(SCC(=O)Nc3ccccc3F)nc2c1
47: O=C(CN1CCCCC1)Nc1ccc(S(=O)(=O)NC2CCCCC2)cc1
48: Cn1cccc2[nH]c(=O)nc1-2
entry no.,43,44,45,46,47,48
KLK5 inh,3,-4,2,5,-10,-8
PERK inh,-1.6,0.3,0.3,0.6,-0.3,1.6
m-calpain inh,7,6,-4,17,13,-38
FXIa inh 1536,20,-7,4,2,-8,-7
Furin inh,-5,-20,-19,-24,-19,-22
Cl transport mod,-0.58,0.71,0.12,-0.15,1,0.33
FXIIa inh 1536,17,3,6,9,-1,10
thrombin 1536,15,-10,-2,2,-9,0
Rad51 HR inh,-3,5,.,-3,1,4

Some entries already given, showing only KLK5 inh.
cpd | Compound | KLK5 inh
44 | CC1CN(Cc2nc3c(c(=O)n(C)c(=O)n3C)n2Cc2ccccc2)CC(C)O1 (stereo unspecified) | -4
45 | CC(C)(C)C(=O)Nc1nc2cc3c(cc2s1)OCO3 | 2
46 | CN(C)S(=O)(=O)c1ccc2oc(SCC(=O)Nc3ccccc3F)nc2c1 | 5
47 | O=C(CN1CCCCC1)Nc1ccc(S(=O)(=O)NC2CCCCC2)cc1 | -10

The listing continues:
49: Cc1[nH]c(=S)n(CC2CCCO2)c1C (stereo unspecified)
50: COc1cc(OC)nc(Oc2ccccc2C(=O)Oc2cccc(C)c2)n1
51: CCN(C(=O)COC(=O)/C=C/c1nc2ccccc2s1)C1CCS(=O)(=O)C1 (stereo unspecified)
52: CSC1=NNC(c2ccc(C(C)(C)C)cc2)=NN1
53: O=C(O)c1cccc(S(=O)(=O)N2CCN(C(c3ccccc3)c3ccccc3)CC2)c1
entry no.,49,50,51,52,53
KLK5 inh,3,-12,-3,2,16
PERK inh,1.2,0.9,0.6,0.9,0.8
m-calpain inh,7,33,-6,-10,-1
FXIa inh 1536,-9,-7,-6,0,-13
Furin inh,-15,-12[20 µM],-28,-14,-21
Cl transport mod,0.95,-1.4,-2.4,0.0019,-0.8
FXIIa inh 1536,-11,-6,8,6,9
thrombin 1536,-6,-2,-24,-1,-5
Rad51 HR inh,-3,5,-6,-6,-8
